FBW7 act: human FBW7 E3 ligase activation, primary screen; AlphaScreen FBW7–phospho-cyclin E peptide binding, activator screen; normalized activity (activation), % at 26.1 µM; 0.13% of 650,000 active; in the data active means normalized activity above about 1.9%;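 further: purified mutant Fbw7 with reduced substrate affinity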
Target sequence (Q969H0 whole entry, looked up): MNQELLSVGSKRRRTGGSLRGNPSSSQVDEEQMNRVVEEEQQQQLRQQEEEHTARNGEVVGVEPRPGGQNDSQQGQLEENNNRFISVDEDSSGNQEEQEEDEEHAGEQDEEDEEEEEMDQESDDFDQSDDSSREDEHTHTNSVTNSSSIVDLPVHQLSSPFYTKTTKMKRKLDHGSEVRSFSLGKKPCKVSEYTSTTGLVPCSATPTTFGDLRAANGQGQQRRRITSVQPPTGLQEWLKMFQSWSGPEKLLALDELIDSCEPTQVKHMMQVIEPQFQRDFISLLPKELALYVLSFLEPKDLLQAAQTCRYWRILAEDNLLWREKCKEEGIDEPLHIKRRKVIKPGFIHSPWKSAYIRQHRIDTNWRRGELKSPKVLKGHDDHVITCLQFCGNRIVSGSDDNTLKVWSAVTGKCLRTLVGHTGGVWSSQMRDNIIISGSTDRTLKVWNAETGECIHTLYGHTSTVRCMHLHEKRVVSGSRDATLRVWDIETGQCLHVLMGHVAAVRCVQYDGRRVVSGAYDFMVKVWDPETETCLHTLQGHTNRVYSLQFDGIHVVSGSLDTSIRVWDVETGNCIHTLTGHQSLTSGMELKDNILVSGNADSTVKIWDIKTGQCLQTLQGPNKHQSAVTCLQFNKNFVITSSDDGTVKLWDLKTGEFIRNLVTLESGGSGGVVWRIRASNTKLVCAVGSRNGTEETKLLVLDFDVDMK
GPR151 activ: human GPR151 activation; 1% of 650,000 active; AID 1508602; PathHunter beta-arrestin GPR151 cells, luminescence; activation, % at 11.2 µM; Q8TDV0; in the data active means activation above about 4.9%;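 further: 0% = median of compound wells and 100% = cells with positive control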
TEAD-YAP inh: TEAD-YAP interaction inhibition. HEK-TIYL cells, TEAD-Gal4/YAP UAS-luciferase luminescence. inhibition, % at 9.12 µM. 1.4% of 640,000 active; in the data active means inhibition above about 32%;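 further: 0% = median of test compound wells and 100% = reference inhibitor wells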
MITF primary: human MITF inhibition, primary screen; inhibition, % at 2.6 µM; AlphaScreen MITF homodimerization, bead proximity signal; O75030; AID 1259374; 0.91% of 650,000 active; in the data active means inhibition above about 50%;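 further: 0% = vehicle wells with protein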
Numbers without * were called inactive; x = no result given.

item	SMILES	FBW7 act	GPR151 activ	TEAD-YAP inh	MITF primary
1	Cc1ccc(C)c(NC2=NCC(=O)N2Cc2ccc(F)cc2)c1	1.3	2.6	-13	7
2	Cc1ncc2c(c1CNC(=O)C1CCOCC1)CCN(C(=O)Cc1c[nH]c3ccccc13)C2	-0.2	0.7	1	-3
3	CC(C)N(CCNC(=O)c1ccnc(Nc2ccc3ncccc3c2)c1)C(C)C	0.0	0.7	-2	-3
4	O=C(COc1cccc(C(F)(F)F)c1)NCc1cn(-c2ccncc2)nn1	0.1	-1.1	-2	17
5	Cc1nc2ccc(NC(=O)c3ccc(S(=O)(=O)N4CCCCC4)cc3)cc2s1	0.2	-0.4	1	8
6	CCCC(=O)NCC(c1ccco1)S(=O)(=O)c1ccc(C)cc1 (stereo unspecified)	0.0	-1.2	3	15
7	N#Cc1c(NC(=O)CCS(=O)(=O)c2ccccc2)sc2c1CCC2	0.4	0.4	-1	1
8	Cc1ccc2c(c1)c(=O)c1ccccc1n2CCCC(=O)Nc1ccccc1Br	0.1	0.4	7	-8
9	CSCCC(NS(=O)(=O)c1ccc(C)cc1)C(=O)O (stereo unspecified)	-0.1	-0.7	9	4
10	O=C(CCc1nnc(-c2ccsc2)o1)NCc1nc2c(s1)CCCC2	0.7	1.5	6	0
11	Nc1cc(-c2csc3ccccc23)ncn1	0.1	-0.9	-27	5
12	Cc1ccc(S(=O)(=O)Nc2ccccc2I)cc1[N+](=O)[O-]	-0.2	-1.0	0	8
13	O=C(O)CN1C(=O)/C(=C/c2ccc(SCc3ccco3)o2)SC1=S	-1.4	0.9	2	40
14	O=C(CCN1C(=O)c2ccccc2C1=O)Nc1ccc(Br)cn1	0.0	0.6	-5	15
15	O=C(c1ccc2c(=O)n(Cc3ccccc3)c(SCc3cccc([N+](=O)[O-])c3)nc2c1)N1CCOCC1	0.1	0.3	-1	-3
16	CC12CCC(C(=O)NNC(=O)c3ccc(F)cc3)(OC1=O)C2(C)C (stereo unspecified)	0.0	2.1	9	11
17	Cc1ccc(/C=C2\N=C(c3cccc(Cl)c3)OC2=O)cc1	0.3	-0.5	-3	8
18	COC(=O)c1ccc2nc(NC(=O)Cn3ccnc3)sc2c1	-0.1	1.4	-5	1
19	CCOc1ccc(C2CC(c3c(F)cccc3Cl)n3ncnc3N2)cc1 (stereo unspecified)	-0.2	-0.6	-14	0
20	O=C(NCc1ccccc1)c1cc2c(s1)CSC2	0.1	0.8	-4	13
21	O=C(CSc1nc2ccc(NC(=O)c3ccc(Cl)cc3Cl)cc2s1)NCc1ccccc1	-0.2	-0.5	12	-6
22	O=C(Cc1c(O)c2ccccc2[nH]c1=O)NCc1ccccn1	-0.5	5.6*	4	16
23	CC(=O)c1ccc(N(C(=O)c2nc3nc(C)ccn3n2)c2nc3ccccc3s2)cc1	0.0	-0.3	-46	-4
24	CCc1cccc(N2C(=O)NC3CC2(C)Oc2ccc(C(=O)OC)cc23)c1 (stereo unspecified)	-0.1	-0.6	6	-11
25	Cc1ccccc1C(=O)Nc1ccc2c(c1)C(=O)NCCO2	0.1	0.3	-4	51*
26	Cc1ccc(C2=NC3(CCN(C(C)C)CC3)NC(c3cc(Cl)ccc3O)C2)cc1 (stereo unspecified)	0.1	-1.2	-14	10
27	NC(=O)CSc1nnnn1-c1ccc(F)cc1	-0.1	0.1	-5	-9
28	Cc1nnc2c(-c3ccccc3)nc3ccccc3n12	-0.1	-0.7	-3	-6
29	CCOC(=O)c1sc(NC(=O)COc2ccc(F)cc2F)c(C(=O)OCC)c1C	-0.1	-1.2	4	-4
30	NC(=O)NC(=O)COC(=O)c1ccccc1C(=O)c1ccc(Cl)c([N+](=O)[O-])c1	0.0	0.4	22	-4

Going on with the list:
item	SMILES	FBW7 act	GPR151 activ	TEAD-YAP inh	MITF primary
31	COc1ccc(CCNC(=O)c2cc(-c3ccccc3)nc3ccccc23)cc1	0.0	0.8	4	0
32	CS(=O)(=O)Oc1ccc(C=Nc2ccc(Cl)cc2)cc1	0.1	-2.8	0	3
33	CCN1CCN(C(=O)c2ccco2)C(C(=O)N2CCOCC2)C1 (stereo unspecified)	-0.2	4.0	5	4
34	CCC(CC)C(=O)Oc1ccc2c(=O)c(Oc3ccccc3Br)coc2c1	0.1	0.6	2	1
35	O=C(NC1(Cc2ccc(Br)cc2)N=C2C=CC=CN2C1=O)c1ccccc1 (stereo unspecified)	-0.2	1.5	4	1
36	O=C(CNC(=O)c1ccc([N+](=O)[O-])cc1SCc1ccccc1)c1ccccc1	-0.1	0.2	-10	12
37	COc1cccc(C(=O)COC(=O)c2ccccc2NC(=O)c2ccc([N+](=O)[O-])cc2)c1	0.6	-1.6	12	1
38	Nc1nc(NCc2ccccc2)cc(-c2ccccc2)n1	0.2	-2.3	10	3
39	CC1CN(C(=O)c2cccs2)CC(C)O1 (stereo unspecified)	0.4	-0.7	9	2
40	Cc1nn(-c2ccccc2)c(Cl)c1/C=N/NC(=O)OC(C)(C)C	-0.1	-0.1	-61	-2
41	CCOP(=O)(OCC)C(Nc1ccc([N+](=O)[O-])cc1)c1ccc(Cl)cc1 (stereo unspecified)	-0.1	-0.4	0	6
42	CCOC(=O)C1=C(CC)NC2=C(C(=O)CCC2)C1c1ccc(O)c([N+](=O)[O-])c1 (stereo unspecified)	-0.1	-0.7	2	3
43	O=C(NCCn1ncc2c(N3CCCC3)ncnc21)C1CC(=O)N(c2ccccc2)C1 (stereo unspecified)	0.2	-1.3	5	11
44	N#C/C(=C(/O)COc1ccc([N+](=O)[O-])cc1)c1nnc2n1CCCCC2	-0.1	5.8*	-8	-3
45	O=[N+]([O-])c1ccc(N/N=C/c2ccc(I)cc2)c([N+](=O)[O-])c1	-0.1	-0.5	-2	6
46	CCSc1nnc(NC(=O)c2cc(C)cc(C)c2)s1	0.1	-1.1	0	20
47	CCOC(=O)C1OC(C)(C)OC1C(=O)OCC (stereo unspecified)	-0.1	0.0	10	5
48	Cc1ccc(C2C=C(c3ccc(Cl)cc3)Nc3ncnn32)cc1 (stereo unspecified)	-0.1	0.0	-2	5
49	NC(=S)Nc1ccccc1C(F)(F)F	0.0	1.5	10	15
50	CC1(c2ccccc2)NC(=O)N(CC(=O)N2CCCc3ccccc32)C1=O (stereo unspecified)	-0.1	0.5	2	-5
51	NS(=O)(=O)c1ccc(N2C(=O)/C(=C\c3ccccn3)SC2=S)cc1	-0.1	2.3	0	-8
52	CCOC(=O)N1CCN(Cc2cccc(C)c2)CC1	0.3	-0.1	5	15
53	c1ccc(Cn2cc(-c3nc4ccccc4o3)cn2)nc1	-0.1	-0.3	-21	7
54	COc1cc(CC(NC(C)=O)C(=O)NC2CCN(C(=O)C3CC3)CC2)cc(OC)c1 (stereo unspecified)	-0.1	-0.6	-2	8
55	Cc1c(NC(=O)c2ccccc2I)cccc1-c1nc2cc(Cl)ccc2o1	-0.1	0.3	-15	7
56	CC1CCCCN1CC(O)COc1ccccc1Br (stereo unspecified)	-0.1	-1.2	-5	-13
57	Cc1ccc(CNc2ncnc3c2c(-c2ccccc2)cn3-c2cccc(C(F)(F)F)c2)cc1	0.1	-0.5	-4	13
58	CCOc1ccccc1C(=O)Nc1ccc(I)cc1	0.0	-1.6	-6	-1
59	O=C1N/C(=C/c2ccccc2[N+](=O)[O-])C(=O)N1c1cccc(Cl)c1	0.2	1.4	-6	6
60	Cc1nc2ccccc2c2oc(C(=O)N3CC(C)CC(C)C3)cc12 (stereo unspecified)	-0.1	1.2	-1	-3

Additional records
item	SMILES	FBW7 act	GPR151 activ	TEAD-YAP inh	MITF primary
61	CCN(CC)CCSc1nc(O)c(C(C)C)c(=O)n1-c1ccccc1	0.3	0.3	3	-7
62	CCc1ccc(-n2c(-c3ccco3)n[nH]c2=S)cc1	0.0	-1.8	-9	-12
63	O=C(O)c1ccc(F)c(S(=O)(=O)N2CCN(c3ccccn3)CC2)c1	-0.1	2.5	5	1
64	Cc1ccc(NC(=O)CSc2nc(C)cc(C)c2C#N)c(C)c1	0.7	-1.1	6	1
65	CN1CCN(C(=O)c2cc3c(s2)-c2ccccc2OC3)CC1	0.1	-3.2	-8	9
66	COc1ccc(C(=O)NC2CCN(CC(=O)Nc3c(C)cccc3C)CC2)cc1	0.0	-0.8	-1	-12
67	COc1ccc(NC(=O)c2c(NC(=O)COc3ccccc3)sc3c2CCC(C(C)(C)C)C3)cc1 (stereo unspecified)	-0.1	0.4	1	2
68	CCOc1ccc(NC(=O)N2CCC(n3nnc4ccccc43)CC2)cc1	-0.2	-0.7	-14	4
69	CCCNC(=O)CN(Cc1ccccc1Cl)S(=O)(=O)c1ccc(C)cc1	0.0	-1.1	-1	11
70	NC(=O)c1cc(-c2ccc(Cl)cc2Cl)no1	0.1	0.7	7	-4
71	COc1ccc(Cl)cc1CN1CCN(c2cc(Nc3cc(OC)c(OC)c(OC)c3)c3c4c(onc24)-c2ccccc2C3=O)CC1	-0.1	0.3	-9	-1
72	O=C(CN1CCCCC1)Nc1c(-c2ccccc2)c2cc(Br)ccc2[nH]c1=O	0.2	-0.3	5	-1
73	CCc1ccc(NC(=O)CN(c2cc(OC)ccc2OC)S(C)(=O)=O)cc1	0.1	-1.4	3	-21
74	C=CCNC(=S)Nc1nccs1	0.0	-0.3	7	3
75	COc1ccccc1CNC(=O)C(=O)Nc1c(C)cc(C)cc1C	0.3	0.0	3	2
76	CC(C)(CCCCCCCCCCC(C)(C)CC(=O)O)CC(=O)O	x	1.4	x	-12
77	O=C(NC1CC1)c1ccc(-c2nc(NCc3ccccc3)c3ncn(-c4ccsc4)c3n2)cc1	-0.1	1.2	2	3
78	Cc1ccc(OCC(=O)N/N=C\c2ccco2)c(C)c1	-0.1	3.6	-2	6
79	Cc1[nH]nc(SCC(=O)Nc2cc(Br)ccc2O)c1[N+](=O)[O-]	0.4	-0.9	16	24
80	Cc1ccc(N2CC(c3nnc(-c4ccccc4)o3)CC2=O)cc1 (stereo unspecified)	0.0	-0.5	-4	-14
81	O=C(Nc1cccc(-c2cn3ccccc3n2)c1)c1ccc(Br)cc1	-0.1	-0.7	-9	-2
82	Cc1oc2c(CN3CCN(C)CC3)c(O)ccc2c(=O)c1-c1ccc(Br)cc1	-0.1	1.3	-2	2
83	O=C1COc2cc(S(=O)(=O)CCC(=O)NC3CCCc4ccccc43)c(Cl)cc2N1 (stereo unspecified)	-0.1	-1.1	-1	-9
84	Cc1cc(-c2nnc(CCC(=O)NCCCc3ccccc3)o2)no1	0.2	1.3	1	3
85	COc1ccc(OC)c(N(CC(=O)N2CCCCC2)S(=O)(=O)c2ccc(C)cc2)c1	-0.1	-0.4	-8	12
86	COC(=O)c1ccc(OCC2c3cc(OC)c(OC)cc3CCN2C(=O)c2cccc(Br)c2)cc1 (stereo unspecified)	-0.1	-0.6	-2	-2
87	O=C(O)C1CSC(c2cc(Br)ccc2O)N1 (stereo unspecified)	0.3	-0.6	-8	18
88	O=C(C1CCN(S(=O)(=O)N2CCCCC2)CC1)N1CCCCCC1	0.1	-0.4	6	2
89	Nc1nonc1-c1nc2ccccc2s1	0.6	0.9	-31	8

An excerpt of these results, in transposed form:
#63 O=C(O)c1ccc(F)c(S(=O)(=O)N2CCN(c3ccccn3)CC2)c1
#64 Cc1ccc(NC(=O)CSc2nc(C)cc(C)c2C#N)c(C)c1
#65 CN1CCN(C(=O)c2cc3c(s2)-c2ccccc2OC3)CC1
#66 COc1ccc(C(=O)NC2CCN(CC(=O)Nc3c(C)cccc3C)CC2)cc1
#67 COc1ccc(NC(=O)c2c(NC(=O)COc3ccccc3)sc3c2CCC(C(C)(C)C)C3)cc1 (stereo unspecified)
#68 CCOc1ccc(NC(=O)N2CCC(n3nnc4ccccc43)CC2)cc1
#69 CCCNC(=O)CN(Cc1ccccc1Cl)S(=O)(=O)c1ccc(C)cc1
#70 NC(=O)c1cc(-c2ccc(Cl)cc2Cl)no1
assay / compound | 63 | 64 | 65 | 66 | 67 | 68 | 69 | 70
FBW7 act | -0.1 | 0.7 | 0.1 | 0.0 | -0.1 | -0.2 | 0.0 | 0.1
GPR151 activ | 2.5 | -1.1 | -3.2 | -0.8 | 0.4 | -0.7 | -1.1 | 0.7
TEAD-YAP inh | 5 | 6 | -8 | -1 | 1 | -14 | -1 | 7
MITF primary | 1 | 1 | 9 | -12 | 2 | 4 | 11 | -4

#71 COc1ccc(Cl)cc1CN1CCN(c2cc(Nc3cc(OC)c(OC)c(OC)c3)c3c4c(onc24)-c2ccccc2C3=O)CC1
#72 O=C(CN1CCCCC1)Nc1c(-c2ccccc2)c2cc(Br)ccc2[nH]c1=O
#73 CCc1ccc(NC(=O)CN(c2cc(OC)ccc2OC)S(C)(=O)=O)cc1
assay / compound | 71 | 72 | 73
FBW7 act | -0.1 | 0.2 | 0.1
GPR151 activ | 0.3 | -0.3 | -1.4
TEAD-YAP inh | -9 | 5 | 3
MITF primary | -1 | -1 | -21
